Assay outcomes as filed in PubChem.
GASC-1 inh: inhibitors of human GASC-1 (JMJD2C) demethylase | Q9H3R0 | GST-JMJD2C(1-420) H3K9me3 demethylation, DELFIA europium | inhibition, % at 2.35 µM | 330,000 compounds, 0.069% hits | AID 2099;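 active = more than half of a compound's replicate wells show inhibition beyond 50%, single wells judged on their own value; inconclusive = some, but no more than half, of replicates pass 50% inhibition; inactive = no replicate passes 50% inhibition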;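 also: signal counts dimethyl H3K9 product captured on neutravidin plate; 0% = median of DMSO wells and 100% = 0.3 times that DMSO median; strong numbers were not always called active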
Target sequence (Q9H3R0 1-420 limits assumed): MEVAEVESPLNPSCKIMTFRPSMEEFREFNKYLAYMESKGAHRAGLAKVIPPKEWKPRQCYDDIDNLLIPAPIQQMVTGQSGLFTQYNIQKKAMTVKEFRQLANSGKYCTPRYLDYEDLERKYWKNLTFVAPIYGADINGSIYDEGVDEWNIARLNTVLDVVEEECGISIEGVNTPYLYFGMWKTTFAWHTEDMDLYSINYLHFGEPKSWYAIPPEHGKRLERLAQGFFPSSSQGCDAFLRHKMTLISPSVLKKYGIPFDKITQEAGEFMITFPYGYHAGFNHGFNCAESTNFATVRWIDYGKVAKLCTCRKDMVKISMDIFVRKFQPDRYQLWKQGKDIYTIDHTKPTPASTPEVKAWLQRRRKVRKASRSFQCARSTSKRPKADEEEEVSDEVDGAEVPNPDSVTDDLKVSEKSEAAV
The depositor's hits bear a star; i = inactive; u = inconclusive. Not all compounds are listed; the hit share may differ from the screen's.

item	Compound	GASC-1 inh
1	O=C(/C=C/c1cccs1)Nc1scc(-c2ccccc2)c1C(=O)O	3.5
2	CC1=Nc2ccccc2/C1=C/c1sc(=S)n(-c2cccc(C(=O)O)c2)c1O	-1.7
3	O=C(COc1ccccc1Cl)N1CCc2ccccc21	-11.7
4	Cc1ccc(C2=NN(C(=O)CCl)C(c3ccco3)C2)o1 (stereo not given)	42.2
5	CCC(=O)Nc1cccc(C(=O)OCc2cccc([N+](=O)[O-])c2)c1	3.7
6	COc1cccc(CNC(=O)C2CCN(S(=O)(=O)c3ccc(F)cc3)CC2)c1	2.2
7	COc1ccc2c(c1)c(C(O)CN1CCC3(CC1)OCCO3)c(C)n2C (stereo not given)	-4.7
8	O=C(CCl)Nc1ccc(N=Nc2ccccc2)cc1	-48.9
9	Cc1ccc(O)c(-c2cc(-c3ccccc3C)[nH]n2)c1	9.8
10	CC(C)CC(=O)Nc1nc(-c2ccc(S(=O)(=O)N3CCOCC3)cc2)cs1	13.3
11	CCN(CC)C1CCN(C(=O)c2cc(COc3cccc4cccnc34)on2)C1 (stereo not given)	-7.4
12	Cc1ccc(C)c(C2=NNC(=NCc3ccccc3)SC2)c1	8.8
13	COC(=O)c1[nH]c2ccc(F)cc2c1NC(=O)CCN1CCN(C(=O)c2ccco2)CC1	-10.3
14	CCOc1ncccc1C(=O)OCc1cc(=O)oc2c(C)c(C)ccc12	-7.7
15	CCCCCn1cnc2c(=S)nc(N)[nH]c21	-2.5
16	CSc1nc(SCC(=O)O)c2sc3nc(-c4ccccc4)c4c(c3c2n1)CCC4	-0.1
17	O=C(O)CCC(=O)Nc1ccc(N=Nc2ccccc2)cc1	14.0
18	CCC(=O)Nc1ccc(NC(=O)CSc2nnnn2C2CCCC2)cc1C	-7.2
19	CC(=O)NS(=O)(=O)c1ccc(NC(=S)NC(=O)C2CCC2)cc1	6.5
20	Cc1cc(C)c2c(c1)c1nnc(SCCN3CCCCC3)nc1n2C	-5.9
21	COCCn1c(=NC(=O)c2ccc3c(c2)OCO3)c(C#N)cc2c(=O)n3cccc(C)c3nc21	-0.1
22	CC(=O)n1nc(-c2ccc(C)cc2)nc1NCc1ccc(F)cc1	-45.0
23	COc1ccc(C(=O)c2cccc(C(=O)c3ccc(OC)c(C)c3)c2)cc1C	0.8
24	O=C(CNS(=O)(=O)c1ccc(Br)cc1)Nc1ccc2c(c1)OCCO2	-1.2
25	CCN(CC)S(=O)(=O)c1ccc2c(c1)c(=O)c(C(=O)NCCc1ccc(OC)c(OC)c1)cn2C	-5.5
26	O=C1CCc2cc(NS(=O)(=O)c3ccc([N+](=O)[O-])cc3)cc3c2N1CC3	-1.0
27	COc1ccc(N2C(=O)C(Cl)=C(N3CCN(Cc4ccccc4)CC3)C2=O)cc1	19.8
28	COc1ccc(S(=O)(=O)N2CCN(c3nc4ccccc4nc3-n3nc(C)cc3C)CC2)cc1	11.7
29	COc1ccc(NC(=O)CSc2nnc(-c3cccnc3)n2Cc2ccco2)c(OC)c1	9.6
30	O=c1c2ccccc2nc2c3ccccc3c3nncn3n12	-4.8
31	O=C(NCCN1CCNC1=O)C1CCC(=O)N(CCc2ccc(Cl)cc2)C1 (stereo not given)	-11.9
32	COC(=O)c1c(NC(=O)c2ccccc2N(C)S(=O)(=O)c2ccccc2)sc2c1CCCC2	-0.9
33	CCOc1ccc(Br)cc1C1=NN(C(C)=O)C(c2ccc([N+](=O)[O-])s2)O1 (stereo not given)	-0.3
34	CC1=CC(=O)C=C(C)C1=NOS(=O)(=O)c1ccccc1	3.4
35	COc1cccc(C2C(C(=O)c3cccs3)=C(O)C(=O)N2CCN2CCOCC2)c1OC (stereo not given)	-10.9
36	CCCCCCCOC(=O)C[N+](C)(C)CCOC1CC2CCC1(C)C2(C)C (stereo not given)	-6.8
37	O=C(NCc1ccc(Cl)cc1)c1ccc2nc[nH]c2c1	-12.4
38	CCCCN1/C(=C/c2ccc3ccccc3[n+]2CC)Sc2ccccc21	-0.5
39	CCCCN1C(=O)/C(=C/C=C2\Oc3ccccc3N2CC)SC1=S	-10.1
40	O=C(Nc1ccc(N2CCOCC2)cc1)c1cccc(S(=O)(=O)N2CCCCC2)c1	13.0
41	O=C(Nc1ccc2c(c1)OCO2)c1cc2ncc(Br)cn2n1	10.1
42	c1ccc(-c2oc3ncnc(N4CCOCC4)c3c2-c2ccccc2)cc1	1.9
43	CC1CCN(c2nc3c(c(=O)[nH]c(=O)n3C)n2CCSc2nc3ccccc3o2)CC1	142.2
44	O=C1CC(N2CCN(c3ccc(F)cc3)CC2)C(=O)N1Cc1ccc(N2CCCC2=O)cc1 (stereo not given)	-15.7
45	Cc1ccccc1N=C1NC(=O)/C(=C/c2cccn2-c2cccc(C(=O)O)c2)S1	9.0
46	COc1ccc(C2C(C(C)=O)=C(C)N=c3s/c(=C/c4ccc5c(c4)OCO5)c(=O)n32)cc1 (stereo not given)	-4.0
47	CC1=Nc2ccc(C)cc2/C1=C/c1c(N)n2c(S(=O)(=O)C(C)C)nsc2nc1=O	15.9
48	CCOc1cc(N2CCOCC2)c(OCC)cc1NC(C)C(=O)N1CCN(CC)CC1 (stereo not given)	-0.2
49	CC1=NOC(=O)/C1=C\c1ccc(-c2ccc(Cl)c(C(=O)O)c2)o1	10.7
50	CCC1=NN2C(=N)/C(=C\c3cccn3-c3ccc(Br)cc3)C(=O)N=C2S1	7.7

Following part
item	Compound	GASC-1 inh
51	CS(=O)(=O)c1nc(-c2ccc(F)cc2)cc(C(F)(F)F)n1	-1.0
52	Nc1sccc1C(=O)c1ccc(Cl)cc1	-4.7
53	O=C(Nc1ccc(Cc2ccncc2)cc1)c1ccc(S(=O)(=O)N2CCCC2)cc1	-10.7
54	COc1cc(C(=O)NCCCC2CCCC2)ccc1OC1CCN(C(C)=O)CC1	5.7
55	Cc1ccc(OCC(=O)N/N=C/C=C/c2ccco2)c(Br)c1	-3.6
56	COc1ccccc1OCC(=O)Nc1nnc(-c2ccco2)s1	-21.8
57	Cn1nc(CC(=O)Nc2ccc3c(c2)CCC3)c2ccccc2c1=O	-11.2
58	O=c1cc(-c2ccco2)oc2ccc(Cl)cc12	-1.1
59	CN(C(=O)COC(=O)c1nc(Cl)c(Cl)c(Cl)c1Cl)C1CCS(=O)(=O)C1 (stereo not given)	10.6
60	CC(C)(O)C1Cc2cc(/C=C/C(=O)O)c(O)cc2O1 (stereo not given)	15.5
61	CN(C=O)CP(=O)(O)CN1CCCCC1	1.3
62	CC(C)(C)NC(=O)c1ccc(C(=O)NC(C)(C)C)cc1	6.5
63	COc1ccccc1NS(=O)(=O)c1ccc(NC(=O)c2nc3ncccn3n2)cc1	7.9
64	Cc1ccc(-c2nc(N)sc2-c2ccc(C)cc2)cc1	18.7
65	CCOC(=O)c1cnc2scnn2c1=O	-5.6
66	CC1CN(C(=O)c2ccc(NS(=O)(=O)c3ccc(C(C)(C)C)cc3)cc2)CC(C)O1 (stereo not given)	7.6
67	C/C(=C\c1ccccc1)C(=O)Nc1nccs1	6.7
68	COc1ccc(Cn2nnnc2C(c2ccccc2Cl)N2CCN(C3CCCC3)CC2)cc1 (stereo not given)	-1.7
69	COc1ccc(C2CC(c3ccc(Cl)cc3)Nc3nc(NC(=O)c4ccco4)nn32)cc1 (stereo not given)	3.0
70	Cc1ccc(N(C(=O)Cn2nnc3ccccc32)C(C(=O)NCc2ccco2)c2ccc(C)o2)cc1 (stereo not given)	-3.1
71	Cc1ccc(SC[C@H](CC(C)C)N2CCN(CCc3ccccc3)CCC2=O)cc1	-5.2
72	Cc1cccc(Nc2c([N+](=O)[O-])ccc3nonc23)c1C	23.1
73	Cc1cc(C)c2nc(SCC(=O)N3CCCCC3)c(C#N)cc2c1	5.9
74	CCC(=O)Nc1nc(C)c(-c2csc(Nc3ccc(C(=O)O)cc3)n2)s1	-1.0
75	C=C(C)CC(NCCc1ccccc1)c1ccco1 (stereo not given)	-26.1
76	Cc1ccc2oc(Nc3nc(-c4ccccc4)cc(=O)[nH]3)nc2c1	3.5
77	COc1cc(C(=O)N/N=C/c2sccc2C)cc(OC)c1OC	-21.0
78	COc1ccccc1NC1CCCCC1NS(=O)(=O)c1ccc(C)cc1 (stereo not given)	-13.3
79	COc1ccc(CCCC(=O)NCC(=O)N/N=C/c2cc(Cl)ccc2OC)cc1	-7.5
80	COC(=O)C1=C(C)N=c2s/c(=C3\C(=O)Nc4ccccc43)c(=O)n2C1c1ccccc1 (stereo not given)	-13.4
81	NS(=O)(=O)c1ccc(NC(=O)N[C@@H](Cc2ccccc2)C(=O)O)cc1	-8.1
82	COC(C[C@H](O)CC(=O)COCc1ccccc1)OC	u
83	CCCCNC(=O)C(C#N)c1nc2ccccc2nc1N1CCCC1 (stereo not given)	14.2
84	c1nc(NCCN2CCOCC2)c2c3c(sc2n1)CCCCC3	9.5
85	COc1ccc(CCN(C(=O)c2ccccc2)C2=CC3CCC(C2)N3C)cc1OC (stereo not given)	5.8
86	O=C1N=c2ccccc2=C1c1sc(=S)n(NC(=O)c2cccc(O)c2)c1O	-16.0
87	CCC(=O)n1nc(-c2ccc(OC)cc2)nc1NCc1cccs1	-11.0
88	COc1ccc(CNC(=O)C2CC(O)CN2C(=O)Nc2ccccc2)cc1 (stereo not given)	-5.6
89	O=C(Nc1ccccc1)Nc1ncc([N+](=O)[O-])s1	-12.7
90	COc1cc(-c2c(C(C)=O)c(C)nc3c2C(=O)c2ccccc2-3)cc(OC)c1OC	3.9
91	O=C(COC(=O)c1ccc(O)cc1)NCCCc1ccccc1	-8.7
92	CC(=O)NC1=NC(=O)/C(=C/c2cc(C)n(-c3cccc(C(=O)O)c3)c2C)S1	27.4
93	Cc1ccc(NC(=O)Nc2ccon2)cc1	-0.7
94	Cc1cccc(CNC(=O)C2CCC(=O)N(Cc3ccccc3F)C2)n1 (stereo not given)	9.7
95	O=C(O)c1ccc(/C=C/c2ccc3cccc(O)c3n2)cc1	1.6
96	Oc1ccccc1N=Nc1ccccc1O	21.4
97	c1ccc(-c2nnc(N3CCCC3)nc2-c2ccccc2)cc1	-17.0
98	O=C(Nc1ccnn1C1CCN(C2CCCCC2)CC1)c1cccc(F)c1	-6.0
99	COc1ccc(N2CCN(CCNC(=O)c3ccc4nc5ccccc5c(=O)n4c3)CC2)cc1	-5.5
100	CCCCCn1c(=O)c(-c2nc3ccccc3c(=O)[nH]2)c(O)c2ccccc21	23.8

(further entries)
item	Compound	GASC-1 inh
101	Cc1cccc(-n2c(CCN3C(=O)c4ccccc4C3=O)nc3ccccc3c2=O)n1	-4.7
102	CN(C)/C=N/c1ncnc2c1cnn2-c1ccc(C(F)(F)F)cn1	-13.9
103	O=C1CN(S(=O)(=O)c2ccc(F)cc2)CC(=O)N1CCc1ccccc1	-8.6
104	O=Cc1s/c(=N\S(=O)(=O)c2ccccc2)n(CCCCl)c1Cl	-10.8
105	Cc1cc(C)n(C(=O)CNC(=O)c2cccc(Cl)c2)n1	-5.8
106	O=C(/C=C\Nc1ccc(S(=O)(=O)Nc2ncccn2)cc1)c1ccccc1	16.7
107	N#CC(C#N)=C1C=C2C=C(N3CCCCCC3)CCC2CC1 (stereo not given)	0.1
108	CCN(Cc1ccncc1)Cc1c(O)ccc2cc(Br)ccc12	4.9
109	O=C(Cn1ncc2c(=O)oc3ccccc3c21)Nc1nc2ccccc2s1	u
110	C=C(C)CNC(=S)N/N=C(\C)c1cccc(NC(C)=O)c1	4.9
111	O=C(Nc1ccc(-c2nnc3n2CCCCC3)cc1)c1cnccn1	44.6
112	O=C(Nc1ccc(Cl)c(Cl)c1)N1N=CCC1c1ccccc1 (stereo not given)	-6.9
113	Cc1cc(=O)n2nc(N3CCCC(C(=O)NCCCN4CCc5ccccc5C4)C3)sc2n1 (stereo not given)	-0.6
114	COc1ccc(-n2nc(C(=O)NCC(=O)Nc3ccccn3)c3ccccc3c2=O)cc1Cl	-3.1
115	COc1ccc([C@@H]2C[C@@H](c3ccccc3)Oc3cc(OC)c(OC)c(OC)c32)cc1	i
116	Cc1ccc(CSc2nnc(SCC(=O)N/N=C/c3c[nH]c4ccccc34)s2)cc1	-46.4
117	CC1(c2nnc(-c3ccncc3)o2)CC(c2ccc([N+](=O)[O-])cc2)=NO1 (stereo not given)	-4.9
118	COc1ccc(-c2nnc(SCC(=O)c3ccc(C)o3)o2)cc1	-12.5
119	NS(=O)(=O)c1ccc(-c2ccc(/C=C3\C(=O)Nc4cc(Cl)ccc43)o2)cc1	-13.8
120	O=[N+]([O-])c1ccc(F)cc1OCc1nc(-c2cccs2)no1	-7.3
121	COc1ccc(OC)c(NS(=O)(=O)c2cc3c4c(c2)CCN4C(=O)CC3)c1	9.0
122	Oc1cc2c(cc1C(c1ccc(Cl)c(Cl)c1)N1CCCC1)OCO2 (stereo not given)	16.2
123	Cc1[nH]c2ccccc2c1/C=N/Nc1ccccn1	-1.9
124	CCOc1ccccc1N=Cc1c(O)n(C)c(=O)n(C)c1=O	-39.0
125	CN1/C(=C\C(=O)C[n+]2ccc3ccccc3c2)C(C)(C)c2ccccc21	-29.7

Results in sequence from above:
GASC-1 inh, compounds 117 to 120, in order: -4.9, -12.5, -13.8, -7.3

(more compounds)
item	Compound	GASC-1 inh
126	O=C(CN(C1CCCCC1)S(=O)(=O)c1ccccc1)NCC1CCCO1 (stereo not given)	0.8
127	ClC1(Cl)CC1CSc1ncn[nH]1 (stereo not given)	4.0
128	CN1CCN(c2ccc(NC(=O)COc3ccccc3)cc2Cl)CC1	6.8
129	CCn1c(=N)c(C(=O)NC)cc2c(=O)n3cccc(C)c3nc21	6.8
130	O=C(NNC1=NCCCCC1)Nc1cccc(Cl)c1	12.0
131	Cc1ccc(/C=C2/C(=O)c3ccc(C(=O)O)cc3C2=O)o1	20.7

3 entries already listed, sorted by heavy-atom count, ascending:
item	Compound	GASC-1 inh
130	O=C(NNC1=NCCCCC1)Nc1cccc(Cl)c1	12.0
131	Cc1ccc(/C=C2/C(=O)c3ccc(C(=O)O)cc3C2=O)o1	20.7
128	CN1CCN(c2ccc(NC(=O)COc3ccccc3)cc2Cl)CC1	6.8
